MrgX1 allo act – human MrgX1 positive allosteric modulation, primary screen | AID 588675 | actives 0.63% (n = 310,000) | B-score at 10 µM | Q96LB2 | MrgX1-HEK293, Fluo-4 calcium flux, FDSS; stronger effect = higher value;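 active means plate-corrected calcium response at least 3 library SD above typical, normal starting fluorescence, not activating the receptor alone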;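 further: compound read alongside a low EC10 to EC30 dose of BAM8-22 agonist; peak minus trough fluorescence over baseline measured at the second addition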
Target sequence (Q96LB2 whole entry, looked up): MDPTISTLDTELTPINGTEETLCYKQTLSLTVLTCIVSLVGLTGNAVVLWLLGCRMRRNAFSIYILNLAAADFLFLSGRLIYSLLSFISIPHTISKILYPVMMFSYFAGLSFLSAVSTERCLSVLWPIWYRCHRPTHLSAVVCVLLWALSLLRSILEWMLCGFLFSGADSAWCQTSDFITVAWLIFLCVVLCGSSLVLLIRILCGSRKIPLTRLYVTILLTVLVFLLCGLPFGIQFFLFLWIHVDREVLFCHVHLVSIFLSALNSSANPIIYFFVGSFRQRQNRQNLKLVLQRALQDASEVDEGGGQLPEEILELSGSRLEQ
TRPC6 act – activates the mouse TRPC6 cation channel; actives 0.13% (n = 310,000); Q61143; HEK293-TRPC6 membrane potential dye fluorescence; stronger effect = higher value; B-score at 10 µM;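 active means B-score of the integrated fluorescence ratio above library mean plus 3 SD, and starting fluorescence ratio within library mean plus 5 SD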;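 further: higher score means more depolarization so channel activation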
TRPC6 inhibitor – mouse TRPC6 channel inhibition. Q61143. HEK293-TRPC6, membrane potential dye, ACh-evoked depolarization; stronger effect = lower value. B-score at 10 µM. actives 1.1% (n = 310,000). AID 2553;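 active means B-score under library mean minus 3 SD, initial fluorescence not abnormally high, positive integrated signal ratio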;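 further: B-score derived from integrated fluorescence ratio over the kinetic read; more negative B-score means stronger inhibition of depolarization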
MrgX1 ag – human MrgX1 receptor agonism, primary screen; actives 0.44% (n = 310,000); AID 588627; Q96LB2; B-score at 10 µM; MrgX1-HEK293 cells, Fluo-4 calcium fluorescence, agonist mode; stronger effect = higher value;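 active means calcium response B-score plate-corrected fluorescence ratio at least 3 library SD, with starting fluorescence B-score inside 5 SD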
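times = overnight plating, then 30 min 37 °C plus 30 min room-temperature dye loading | assay system = stable human MrgX1 HEK293 cell line | input = fifteen thousand cells per well | signal = kinetic calcium dye fluorescence, Fluo-4 NW | dosing = compound delivered in addition one of three | read-out = B-scored fluorescence response ratio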
MrgX1 antag – antagonists of human MrgX1 receptor; Q96LB2; MRGX1-HEK293 calcium flux, Fluo-4, BAM8-22 antagonism; stronger effect = lower value; B-score at 10 µM; actives 1.3% (n = 310,000); AID 588676;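 active means calcium-response B-score plate-corrected more than 3 library SD below zero, starting fluorescence within 5 deviations, no agonist response on first addition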;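 further: peak minus trough fluorescence over baseline after final BAM8-22 challenge near maximal dose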
Platelet DG rel – platelet dense granule release activity | human platelet-rich plasma, SFLLRN dense granule ATP release, luminescence | inhibition, %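 (compounds screened at 7.5 µM in platelet-rich plasma)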 | actives 0.22% (n = 300,000) | AID 1663;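 active means mean replicate score, as percent of positive control, at or above 50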
RGS4 block – human RGS4 inhibition. HEK293 M3R/RGS4 inducible, Fluo-4 calcium flux; stronger effect = higher value; triggered by carbachol at its EC20. P49798. B-score at 10 µM. actives 0.45% (n = 310,000);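 active means B-score, a plate-corrected calcium signal, over three deviations above library mean, with baseline fluorescence within five deviations of library mean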;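 further: RGS4 expression induced by doxycycline in cells with stable M3 receptor; B-score is computed from the integrated fluorescence ratio over baseline after carbachol; higher B-score means a larger calcium signal and so more RGS4 inhibition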
Target sequence (P49798 whole entry, looked up): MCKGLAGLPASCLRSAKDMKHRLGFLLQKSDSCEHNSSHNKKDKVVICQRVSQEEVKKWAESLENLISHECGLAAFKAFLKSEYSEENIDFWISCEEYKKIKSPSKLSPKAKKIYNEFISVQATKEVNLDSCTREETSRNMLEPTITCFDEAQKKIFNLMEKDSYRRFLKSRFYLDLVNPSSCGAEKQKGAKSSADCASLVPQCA
SKKanGAS inh – inhibitors of SKKanGAS S. pyogenes growth in kanamycin (SK-promoter or general growth effect). BacTiter-Glo, 6 h. inhibition, % at 7.5 µM. actives 1.3% (n = 300,000). AID 1662;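 active means mean replicate score, as percent of positive control median, at least 50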;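 further: strain carries kanamycin resistance gene driven by streptokinase promoter and grows in 40 µg/ml kanamycin; loss of luminescence reflects streptokinase promoter inhibition or plain growth inhibition; 0% = median of DMSO wells and 100% = positive control at its reference dose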
TRPC4 block – blocks the mouse TRPC4 cation channel. B-score at 10 µM. actives 0.39% (n = 300,000). Q9QUQ5. HEK293 TRPC4beta/mu-opioid, DAMGO-evoked Fluo4 calcium flux; stronger effect = lower value;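 active means B-score over 3 SD under the library average, no early fluorescence shift, positive overall ratio signal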
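test system = HEK293 cells with stable TRPC4beta plus mu-opioid receptor expression | detection = Fluo4 Ca2+ flux fluorescence | read-out = integrated fluorescence ratio relative to baseline, converted to per-well B score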
RGS4 pot – potentiators or activators of RGS4. HEK293 M3R/inducible RGS4, carbachol calcium flux Fluo4; stronger effect = lower value. B-score at 10 µM. actives 0.92% (n = 310,000). AID 463111;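 active means B-score of the integrated calcium signal more than 4 SD below the library mean, with starting fluorescence not abnormally high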;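 further: negative B-score means reduced calcium response which marks RGS4 activation or potentiation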
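Material: M3R-expressing HEK293 line, RGS4 induced by doxycycline | Schedule: Overnight RGS4 induction, 30 min dye load 37 °C, 20 min compound RT | Measured by: Fluo4 fluorescence kinetic imaging of calcium | Read-out: Integrated calcium ratio converted to B score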
HIF act – HIF pathway transcriptional activation. U2OS HRE-luciferase reporter, luminescence; normalized: DMSO 0%, desferrioxamine 100%. activation, % at 7.5 µM (by protocol). actives 0.32% (n = 300,000). AID 1910;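 active means mean activation of at least 10% of the iron chelator positive control signal, with at least half of replicates also reaching 10%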
* marks the source's active call; other numbers are inactive results; i = inactive; nt = not tested or not shown.

Start of the data: the first 4 entries (preview)
SMILES | MrgX1 allo act | TRPC6 act | TRPC6 inhibitor | MrgX1 ag | MrgX1 antag | Platelet DG rel | RGS4 block | SKKanGAS inh | TRPC4 block | RGS4 pot | HIF act
CCOC(=O)C1C(=O)NC(N2CCc3ccccc32)=NC1c1ccccc1 (stereo not drawn) | i | i | i | i | i | 19 | i | -1 | i | i | -0.3
COc1ccc(C2CC(=O)n3c(nc4ccccc43)S2)cc1OC (stereo not drawn) | i | i | i | i | i | -17 | i | 0 | i | i | 0.1
COc1ccc(C(=O)NCC(=O)N/N=C/c2cccnc2)cc1 | i | i | i | i | i | 5 | i | 2 | i | i | 0.2
O=C(COC(=O)[C@@H]1CCCN1C(=O)c1cccs1)NCCc1ccccc1 | i | i | i | i | i | 0 | i | 2 | i | i | -0.4

All compounds of this part, from the first entry:
SMILES | MrgX1 allo act | TRPC6 act | TRPC6 inhibitor | MrgX1 ag | MrgX1 antag | Platelet DG rel | RGS4 block | SKKanGAS inh | TRPC4 block | RGS4 pot | HIF act
CCOC(=O)C1C(=O)NC(N2CCc3ccccc32)=NC1c1ccccc1 (stereo not drawn) | i | i | i | i | i | 19 | i | -1 | i | i | -0.3
COc1ccc(C2CC(=O)n3c(nc4ccccc43)S2)cc1OC (stereo not drawn) | i | i | i | i | i | -17 | i | 0 | i | i | 0.1
COc1ccc(C(=O)NCC(=O)N/N=C/c2cccnc2)cc1 | i | i | i | i | i | 5 | i | 2 | i | i | 0.2
O=C(COC(=O)[C@@H]1CCCN1C(=O)c1cccs1)NCCc1ccccc1 | i | i | i | i | i | 0 | i | 2 | i | i | -0.4
Cc1cccc2nc(CSc3nc4ccccc4o3)cn12 | i | i | i | i | i | 15 | i | 2 | i | i | 0.8
Cn1c(=O)c2ncn(CC(=O)N=Nc3c(O)[nH]c4ccccc34)c2n(C)c1=O | i | i | i | i | i | 2 | i | 7 | i | i | -0.2
c1cncc(-c2nc3ccccn3c2Nc2ccc3c(c2)OCCO3)c1 | i | i | i | i | i | 1 | i | -2 | i | i | 1.7
c1nc(N2CCCCC2)c2[nH]cnc2n1 | i | i | i | i | i | -1 | i | -5 | i | i | 0.4
COC(=O)c1sccc1NC(=O)c1ccc(OC)c([N+](=O)[O-])c1 | i | i | i | i | i | 10 | i | -8 | i | i | -0.5
CC(=O)c1ccc(-n2cc(C#N)c(=O)[nH]c2=O)cc1 | i | i | i | i | i | -9 | i | 3 | i | i | 2.3
CCN1CCN(CCCNC(=O)c2ccc(/C=C3/Sc4ccccc4N(Cc4ccccc4F)C3=O)cc2)CC1 | i | i | i | i | i | 0 | i | 8 | i | i | 0.3
CC(C)CNC(=S)NC(=O)c1csc([N+](=O)[O-])c1 | i | i | i | i | i | -1 | i | 11 | i | i | -0.1
CSc1nc(N2CCOCC2)c2c(c1C#N)CC(C(C)C)OC2 (stereo not drawn) | i | i | i | i | i | -4 | i | 2 | i | i | 0.9
Cc1cc(=O)n(-c2ccc(C(=O)O)cc2)[nH]1 | i | i | i | i | i | 3 | i | 1 | i | i | -0.9
Cc1c(C(=O)N2CCOCC2)cc(C(C)(C)C)n1-c1ccccc1 | i | i | i | i | i | 4 | i | -4 | i | i | 0.1
N/C(=N\OC(=O)Cc1ccc(-c2ccccc2)cc1)c1ccncc1 | i | i | i | i | i | 0 | i | -5 | i | i | -0.1
CCn1nnnc1SCC(=O)Nc1ccc(N(C)C)cc1 | i | i | i | i | i | -3 | i | -4 | i | i | 0.3
CC(=O)c1ccc(Nc2nc(=O)c3cccnc3s2)cc1 | i | i | -5.8* | i | i | -2 | i | -2 | i | i | 1.5
CCSc1nnc(NC(=O)[C@H](C)NC(=O)c2ccccc2Cl)s1 | i | i | i | i | i | 5 | i | -2 | i | i | 0.7
CSc1nc2ccc3nc(NC(=O)c4ccc(C)cc4)sc3c2s1 | i | i | i | i | i | 14 | i | 5 | i | i | 0.5
O=[N+]([O-])c1ccc(NNC(=S)Nc2ccccc2)cc1 | i | i | i | i | i | 3 | i | 9 | i | i | 0.4
CC(C)CC(NC(=O)C1CCC(C)CC1)C(=O)NCCN1CCOCC1 (stereo not drawn) | i | i | i | i | i | 9 | i | 0 | i | i | -0.1
O=C(Nc1nnc(-c2ccccc2)o1)C1CCCN1S(=O)(=O)c1cccs1 (stereo not drawn) | i | i | i | i | i | 9 | i | 0 | i | i | 0.0
Cc1cnc(C(=O)OCC(=O)NC(=O)NC(C)C)cn1 | i | i | i | i | i | 1 | i | -1 | i | i | -0.3
Cc1cccn2c(=O)c3cc(C(=O)NCCN4CCOCC4)c(=N)n(CCc4ccccc4)c3nc12 | i | i | -5.5* | i | i | -2 | i | -7 | i | i | 0.2
SMILES | MrgX1 allo act | TRPC6 act | TRPC6 inhibitor | MrgX1 ag | MrgX1 antag | Platelet DG rel | RGS4 block | SKKanGAS inh | TRPC4 block | RGS4 pot | HIF act
Cc1ccc(NC(=O)C2CCN(S(=O)(=O)c3ccc4c(c3)NC(=O)C(C)S4)CC2)cc1C (stereo not drawn) | i | i | i | i | i | 8 | i | 15 | i | i | 0.1
Cc1ccc(CNC(=O)CCC2CCCN(Cc3ccc4cccc(F)c4n3)C2)o1 (stereo not drawn) | i | i | i | i | i | 0 | i | -18 | i | i | 0.4
COc1ccc(/C=C(/CC(=O)Nc2ccc(C)cc2)c2nc3ccccc3s2)cc1 | i | i | i | i | i | -3 | i | 6 | i | i | 1.3
COCCNC(=O)C(=O)NNS(=O)(=O)c1ccc2ccccc2c1 | i | i | i | i | i | 3 | i | -5 | i | i | 0.3
C=CCN=C1N[C@@H](c2ccccc2)C(C(=O)OC)=C(C)N1CCOC | i | i | i | i | i | -2 | i | 3 | i | i | -0.2
O=C(CSc1nc2ccccc2c(=O)n1NC(=O)Cc1ccccc1)NCc1ccco1 | i | i | i | i | i | -4 | i | 4 | i | i | -0.2
CCOC(=O)c1cnc2ccc(Br)cc2c1NCCO | i | i | i | i | i | 7 | i | -9 | i | i | -0.5
O=C(Nc1nccs1)c1ccc(-c2ccccc2Cl)o1 | i | i | i | i | i | 1 | i | -22 | i | i | 2.8
Cc1ccccc1-c1nnc(SCC(=O)Nc2ccc3c(c2)OCCO3)n1N | i | i | i | i | i | 0 | i | 1 | i | i | 0.0
CCCCC(CC)CNC(=O)Cn1c(=O)[nH]c2ccsc2c1=O (stereo not drawn) | i | i | i | i | i | 3 | i | -10 | i | i | -0.2
CC(=O)NC(Cc1ccccc1C)C(=O)NC1CCN(C(=O)c2cccc(C)c2)CC1 (stereo not drawn) | i | i | i | i | i | 5 | i | -1 | i | i | 1.5
C#CCOCCOCCOCCNc1nc(N2CCN(C(=O)C(Cc3cc4ccccc4[nH]3)n3cc(C(N)Cc4ccc(O)cc4)nn3)CC2)nc(N2CCN(C(=O)C(Cc3cc4ccccc4[nH]3)n3cc(C(N)Cc4ccc(O)cc4)nn3)CC2)n1 (stereo not drawn) | nt | i | i | nt | nt | 15 | i | -10 | i | i | 0.3
COc1ccc(CC(=O)N2N=C(C)CC2(O)c2cccnc2)cc1 (stereo not drawn) | i | i | i | i | i | 0 | i | 0 | i | i | -0.2
COc1ccccc1N1CCN(C(=O)Cn2cnc3c2c(=O)n(C)c(=O)n3C)CC1 | i | i | i | i | i | 4 | i | 1 | i | i | -0.3
CCN1C(=O)c2ccccc2Sc2ccc(C(=O)NCCCN(CC(C)C)CC(C)C)cc21 | i | i | i | i | i | -2 | i | -3 | i | i | -11
Cc1cc(C)cc(C(=O)NCC(=O)OCC(=O)N2CCN(S(=O)(=O)c3ccc4ccccc4c3)CC2)c1 | i | i | i | i | i | 9 | i | 7 | i | i | 0.0
Cc1cc(CNC(=O)Cn2nc(C)c([N+](=O)[O-])c2C)c2ccccc2n1 | 9.4* | i | i | i | i | -4 | i | -2 | i | i | 1.1
CC[n+]1c(/C=C2/C=C(C)CC(C)C2)sc2ccccc21 (stereo not drawn) | i | i | i | i | i | 7 | i | -8 | i | i | -0.3
CC(C)(C)OC(=O)CNC(=O)c1[nH]cnc1C(=O)Nc1ccc(CNC(=O)OC(C)(C)C)cc1 | i | i | i | i | i | 3 | i | 8 | i | i | 0.0
CCCc1cc(C(=O)Nc2sc3c(c2C(=O)OCC)CCCC3)no1 | i | i | i | i | i | -2 | i | 1 | i | i | 0.2
CCOc1ccccc1N1CCN(S(=O)(=O)CC)CC1 | i | i | i | i | i | -17 | i | 4 | i | i | -0.2
O=c1[nH]c2ccc(NC(=S)Nc3ccccc3)cc2[nH]1 | i | i | i | i | i | 7 | i | -1 | i | i | 0.8
Cc1ccc(OCC(=O)NNC(=O)C(C)Sc2ncnc3sc(C)c(C)c23)cc1 (stereo not drawn) | i | i | i | i | i | 0 | i | 8 | i | i | -0.1
Cc1nc(NC(C)c2ccccc2)c2oc3ccccc3c2n1 (stereo not drawn) | i | i | i | i | i | 1 | i | -2 | i | i | 0.5
O=S1(=O)CCOC[C@H](Cc2ccccc2)N1Cc1cccc(F)c1 | i | i | i | i | i | 3 | i | -1 | i | i | -1.7
SMILES | MrgX1 allo act | TRPC6 act | TRPC6 inhibitor | MrgX1 ag | MrgX1 antag | Platelet DG rel | RGS4 block | SKKanGAS inh | TRPC4 block | RGS4 pot | HIF act
COCCN(C(=O)Cn1c(C(F)(F)F)nc2ccccc21)c1c(N)n(Cc2ccccc2)c(=O)[nH]c1=O | i | i | i | i | i | 13 | i | -3 | i | i | 0.1
COc1cccc(NC(=O)COC(=O)c2c3c(nc4ccccc24)CCC(C)C3)c1 (stereo not drawn) | i | i | i | i | i | 5 | i | -2 | i | i | -0.3
O=C(Cn1nnc(-c2ccccc2)n1)N/N=C/c1ccco1 | i | i | i | i | i | -2 | i | -3 | i | i | -0.7
O=C(CCN1C(=O)c2ccc([N+](=O)[O-])cc2C1=O)Nc1cccc(O)c1 | i | i | i | i | i | 9 | i | -1 | i | i | -0.9
CCOC(=O)Cn1nc(-c2ccc(Cl)cc2)ccc1=O | i | i | i | i | i | 2 | i | 1 | i | i | 0.5
O=C(O)C1CCCCC1C(=O)OCCCCOC(=O)C1CCCCC1C(=O)O (stereo not drawn) | i | i | i | i | i | -1 | i | -1 | i | i | 0.1
O=C1CN(C(=O)c2ccc3nc(Cc4cccc(Cl)c4)oc3c2)CCN1 | i | i | i | i | i | -1 | i | -2 | i | i | 0.7
